# Source: PubChem (NCI)
# Growth percent in the NCI-60 one-dose screen (48 h, 10 µM unless noted): 100 = growth as untreated, 0 = no growth, -100 = all killed.
# K-562 = K-562 leukemia | 78,000 tested, 7.4% active
# MDA-MB-468 = MDA-MB-468 breast cancer. 78,000 tested, 8.5% active
# MCF7 = MCF7 breast cancer; 82,000 tested, 6.3% active; AID 1794796
# SR = SR leukemia cells; 73,000 tested, 8.7% active; AID 1794780
# T-47D = T-47D breast cancer. 79,000 tested, 5% active. AID 1794792
# BT-549 = BT-549 breast cancer. 78,000 tested, 4.4% active. AID 1794793
# MDA-MB-231 = MDA-MB-231 breast cancer. 81,000 tested, 5% active
# MOLT-4 = MOLT-4 leukemia cells. AID 1794779. 80,000 tested, 6.9% active
# * marks the source's active call; other numbers are inactive results; . = no result given; & = joins results of further samples. The calls were made as follows: active = growth percent below 10; inactive = the rest.
SMILES,K-562,MDA-MB-468,MCF7,SR,T-47D,BT-549,MDA-MB-231,MOLT-4
O=C(Nc1ccccc1O)c1cccc(Nc2ccnc(C(F)(F)F)c2)c1,66,77,75,75,71,104,82,67
CN1CCN(C(=O)[C@]23CCC(C)(C)C[C@H]2C2=CC[C@@H]4[C@@]5(C)CC[C@H](OC(=O)c6cccnc6)C(C)(C)[C@@H]5CC[C@@]4(C)[C@]2(C)CC3)CC1,40,79,52,63,45,91,95,55
O=[N+]([O-])c1ccc(Nc2ccccc2)nc1,104,112,98,98,106,101,93,91
Cc1ccc2c(c1)C(C)CC2(C)C (stereo not drawn),113,114,94,84,91,107,106,98
O=c1ccc(Cn2c(C(F)(F)F)cc3c(Cl)ncnc32)c[nH]1,3.4*,37,82,-54*,76,4.6*,53,-27*
CCCCCN1C(=O)/C(=c2\sc3n(c2=O)C2C(NN=3)N(CC)C(=O)N2CC)c2cc(C)ccc21 (stereo not drawn),94,130,85,65,79,93,78,93
CCOCCNc1ccc(S(=O)(=O)c2ccc(N)cc2)cc1N,107,96,113,115,100,107,118,107
CN1C(=O)N(C)N(Cc2ccccc2)C(=O)N1Cc1ccccc1,96,117,98,.,103,105,121,97
COc1ccc(C(=O)c2c(N)c(C#N)cn2-c2cccnc2Cl)cc1,98,90,94,113,107,102,101,107
CCN(C(=O)N1CCN(c2cc3c(cc2F)c(=O)c(C(=O)O)cn3C2CC2)CC1)c1nc(-c2ccc(OC)cc2)cs1,56,71,57,33,78,25,76,68
COc1cc(-c2nc(SCCCCCC(=O)NO)[nH]c(=O)c2C#N)cc(OC)c1OC,103,109,111,101,111,112,108,99
CC(=O)N(O)[C@@H](C)/C=C/c1cccc(Oc2ccc(F)cc2)c1,99,76,87,98,81,73,66,90
CC(C)N1C(=O)/C(=c2\sc3n(c2=O)C2C(NN=3)N(C)C(=O)N2C)c2ccccc21 (stereo not drawn),27,37,21,23,65,72,91,71
C=CCSc1ccc(Br)cc1,98,93,99,94,.,99,104,97
N#Cc1c(-c2cn(-c3ccccc3)nc2-c2ccc(OCc3ccccc3)cc2)[nH]c(=O)[nH]c1=O,80,92,92,76,72,97,74,76
O=c1c2sc3ccccc3c2nnn1-c1ccccc1,99,.,74,100,61,95,77,94
Brc1cccc(/C=N/Nc2ncnc3sc4c(c23)CCNC4)c1,68,79,78,25,99,94,96,72
O=C(CSc1nc2sc3c(c2c(=O)n1-c1ccc(Cl)cc1)CCCC3)NNC(=O)c1ccc(Br)cc1,56,70,54,34,58,74,26,73
COc1cc(CNC(=O)[C@]23CCC(C)(C)CC2C2=CCC4[C@@]5(C)CCC(OC(C)=O)C(C)(C)C5CC[C@@]4(C)[C@]2(C)CC3)ccc1OCc1cn(-c2ccc(Cl)c(Cl)c2)nn1 (stereo partly drawn),95,117,90,85,90,131,83,105
N#Cc1c2ccccc2nc2ccccc12,106,85,101,103,101,114,99,97

# Shown as tab-separated lines: part of the list above.
structure	K-562	MDA-MB-468	MCF7	SR	T-47D	BT-549	MDA-MB-231	MOLT-4
N#Cc1c(-c2cn(-c3ccccc3)nc2-c2ccc(OCc3ccccc3)cc2)[nH]c(=O)[nH]c1=O	80	92	92	76	72	97	74	76
O=c1c2sc3ccccc3c2nnn1-c1ccccc1	99	.	74	100	61	95	77	94
Brc1cccc(/C=N/Nc2ncnc3sc4c(c23)CCNC4)c1	68	79	78	25	99	94	96	72
O=C(CSc1nc2sc3c(c2c(=O)n1-c1ccc(Cl)cc1)CCCC3)NNC(=O)c1ccc(Br)cc1	56	70	54	34	58	74	26	73
COc1cc(CNC(=O)[C@]23CCC(C)(C)CC2C2=CCC4[C@@]5(C)CCC(OC(C)=O)C(C)(C)C5CC[C@@]4(C)[C@]2(C)CC3)ccc1OCc1cn(-c2ccc(Cl)c(Cl)c2)nn1 (stereo partly drawn)	95	117	90	85	90	131	83	105

# A few values from the entries so far:
# `COc1cc(-c2nc(SCCCCCC(=O)NO)[nH]c(=O)c2C#N)cc(OC)c1OC` in MCF7 is listed with 111
# `N#Cc1c(-c2cn(-c3ccccc3)nc2-c2ccc(OCc3ccccc3)cc2)[nH]c(=O)[nH]c1=O` in MCF7 is listed with 92
# `C=CCSc1ccc(Br)cc1` in BT-549 is listed with 99
# `CC(C)N1C(=O)/C(=c2\sc3n(c2=O)C2C(NN=3)N(C)C(=O)N2C)c2ccccc21` (stereo not drawn) in MDA-MB-468 is listed with 37
# `COc1cc(CNC(=O)[C@]23CCC(C)(C)CC2C2=CCC4[C@@]5(C)CCC(OC(C)=O)C(C)(C)C5CC[C@@]4(C)[C@]2(C)CC3)ccc1OCc1cn(-c2ccc(Cl)c(Cl)c2)nn1` (stereo partly drawn) in T-47D is listed with 90
# `O=c1c2sc3ccccc3c2nnn1-c1ccccc1` in MDA-MB-231 is listed with 77
# `O=C(CSc1nc2sc3c(c2c(=O)n1-c1ccc(Cl)cc1)CCCC3)NNC(=O)c1ccc(Br)cc1` in MCF7 is listed with 54

# (continued)
SMILES,K-562,MDA-MB-468,MCF7,SR,T-47D,BT-549,MDA-MB-231,MOLT-4
Nc1nc(N)c2c(n1)NC(c1ccc(Cl)cc1)CC(c1cccc(Nc3ccncc3)c1)=N2 (stereo not drawn),27,57,49,8.7*,78,110,50,38
CSc1nc(SCc2ccccc2)[nH]c(=O)n1,78,104,96,123,93,135,116,92
COc1cccc(/C=C/c2sc(N3N=C(c4ccc(Cl)cc4)CC3c3cccnc3)nc2C)c1 (stereo not drawn),99,109,88,106,85,106,101,97
CC(=O)c1c(C)n(-c2ccccc2)c2c1c(-c1ccccc1)nc1ccccc12,77,87,90,79,102,95,76,78
CC(C)(C)OC(=O)N1CCN(c2nc3ccccc3c3c(=O)c4cc(F)ccc4sc23)CC1,99,105,91,95,102,109,94,97
COc1cc(NCCCCCNCC(C)C)c2ncccc2c1,104,58,88,62,100,81,87,115
COc1ccc(/C=C2\N=C(c3ccccc3)N(c3cc(OC)c(OC)cc3C(=O)n3nc(C)cc3C)C2=O)cc1,82,103,91,84,76,100,91,73
CC(=O)OCC1O[C@@H](Oc2ccc3c(c2)CC[C@@H]2[C@@H]3CC[C@]3(C)C(=O)CC[C@@H]23)C(OC(C)=O)[C@@H](OC(C)=O)[C@H]1OC(C)=O (stereo partly drawn),67,102,140,80,92,92,92,79
CC(C)c1ccc(C(=O)O)cc1,100&102,107&88,99&94,79&92,98&94,108&111,106&98,90&96
Cc1nc(SCC(=O)Nc2nccs2)n(Nc2ccccc2)c1C,101,106,99,100,90,96,96,108
CSC1=NC=C(C#N)C2=NC(c3c(Cl)cccc3Cl)NN12 (stereo not drawn),99,90,88,.,101,100,95,102
Cn1nc(C#N)c(=O)[nH]c1=O,96,104,93,101,111,112,100,84
CCOC(=O)c1c(C)oc2ncnc(Nc3ccc(NC(=O)Nc4cccc(Cl)c4)cc3)c12,68,50,43,54,2.0*,62,-19*,49
Nc1nc(SCc2cccnc2)c2[nH]cnc2n1,105,112,101,107,100,.,96,104
Cc1cc(NC(=O)COC(=O)c2cccc(Oc3ccccc3)c2)no1,93,.,98,92,104,.,104,94
NCCC(=O)c1ccc(Cl)cc1,98,113,110,94,91,109,110,90
C=C(C)[C@@H]1CC[C@]2(COP(=O)(OCC)OCC)CC[C@]3(C)[C@H](CC[C@@H]4[C@@]5(C)CCCNC(C)(C)[C@@H]5CC[C@]43C)[C@@H]12,-11*,25,14,-51*,59,.,52,-30*
O=S1(=O)CC2=C1/C=C/CCCC2,94,95,96,.,100,104,99,103
CC(C)CCC[C@@H](C)[C@H]1CC[C@H]2[C@@H]3CC[C@]45O[C@H]4C(=O)CC[C@]5(C)[C@H]3CC[C@]12C,87,103,93,90,.,93,112,96
Nc1cc(=O)n(C(=O)CSc2ncnc3c2c(-c2ccccc2)c(-c2ccccc2)n3-c2cccc(Cl)c2)[nH]1,107,82,87,111,90,97,75,85
CC(C)CSc1nc(-c2ccc(F)cc2)c(C#N)c(N2CCCCC2)n1,96,101,83,84,91,89,101,95
Cc1[nH]c(C2CC(c3ccc(C(F)(F)F)c(F)c3)=NN2C)c(C)c1C(=O)NCC(F)(F)F (stereo not drawn),86,82,81,93,94,107,85,73
Cn1cc(/C=C2\SC(=S)N(N3CCOCC3)C2=O)c2ccccc21,102,87,102,102,96,95,91,96
Brc1cccc(-n2ncc3c(Nc4ccc(-c5nnc(Nc6ccccc6)s5)cc4)ncnc32)c1,89,106,96,96,92,98,104,95
COc1cc(C2C3=C(COC3=O)N(CCO)c3cc4c(cc32)OCCO4)cc(OC)c1O (stereo not drawn),12,-24*,.,23,33,-3.2*,28,30
CCOC(=O)c1cncc(C(=O)OCC)c1,103,95,100,.,97,108,98,100
Cc1c(Cl)ccc(O)c1[N+](=O)[O-],109,95,91,106,111,98,115,102
C/C(=N\Nc1nc(-c2ccc(Cl)cc2)cs1)c1nnn(-c2ccc(C(=O)O)cc2)c1C,82,97,95,90,79,93,105,101
NC(C(=O)O)(c1ccccc1)c1ccc(Cl)cc1 (stereo not drawn),89,97,93,100,109,86,100,100
C[C@]12CCC(=O)C=C1CC[C@@H]1[C@@H]2C(=O)C[C@@]2(C)[C@H]1CC[C@]2(O)C(=O)COP(=O)(Nc1ccccc1)Nc1ccccc1,103,77,100,109,97,104,106,106
COc1ccc(Nc2nc3sc4cc(Cl)c(Cl)cc4n3c(=O)c2C#N)cc1,57,98,78,74,81,98,85,83
Cc1[nH][nH]c2nc3nc(=S)sc3c(-c3ccc(F)cc3)c12,102,92,82,93,88,87,101,95
CC(C)(C)[Si](C)(C)OC1[C@@H](CNC(N)=O)O[C@@H](n2cnc3c(NC(=O)Nc4ccccc4)ncnc32)[C@H]1O[Si](C)(C)C(C)(C)C (stereo partly drawn),35,85,18,6.8*,65,80,78,24
COc1cc(/C=C/c2cc[n+](C)cc2)ccc1O,112,106,89,97,84,102,97,100
COc1ccc(Sc2nc(NC3CCCC3)nc(Sc3ccc(OC)cc3)n2)cc1,71,71,78,53,55,85,60,43
COc1ccc(-c2nc3cc(Cl)c(Cl)cc3n2CC(=O)N=Nc2c(O)[nH]c3ccc(Cl)cc23)cc1,32,-40*,40,52,-14*,26,30,34
NS(=O)(=O)Oc1ccc(NC(=O)C23CC4CC(CC(C4)C2)C3)cc1,101,105,79,96,81,81,88,85
Cc1ccc(C2(C)NC(=O)N(CC(=O)Nc3cccc(C)c3)C2=O)cc1 (stereo not drawn),112,89,91,-23*,94,91,99,80
N#C/C(=C\c1cccs1)C(=O)Nc1ncc(Cc2ccccc2Cl)s1,76,79,83,61,74,90,87,88
COc1cc(/C=C/C(=O)N2CCN(C(=O)/C=C/c3ccc(C(F)(F)F)cc3)CC2)cc(OC)c1OC,78,91,92,67,55,82,95,60
CCOC(=O)c1cn2c3c(cccc3c1=O)C(=O)/C(=C/c1ccc(F)cc1)C2,90,91,90,.,84,93,78,96
NS(=O)(=O)c1cccc(Nc2nc(SCC(=O)c3ccc(F)cc3)nc3ccccc23)c1,8.3*,-9.1*,2.1*,8.6*,-7.3*,-5.2*,7.1*,2.9*
Cc1nc(C#N)c(N2CCC(c3nc(Cc4ccc(Cl)cc4)no3)CC2)o1,95,94,97,105,89,100,94,98
Cc1cc(C)c([N+](=O)[O-])c(C)c1,106,122,96,106,103,.,104,113
Cc1ccsc1C(NC(=O)c1ccccc1)c1cc(Cl)c2cccnc2c1O (stereo not drawn),10,4.5*,22,13,24,35,38,15
O=c1[nH]c2ccccc2cc1-c1nnc(-c2ccc(Cl)cc2)o1,94,91,59,79,78,92,92,82
Cc1cc(C)c2c(SC(C)C)nc(N)nc2n1,90,72,90,88,71,99,88,72
NCCCc1nnc(CCC(=O)c2nc3ccccc3[nH]2)o1,98,107,91,85,98,103,90,98
Nc1nc(Cl)nc2c1ncn2C1OC(CO)C(O)C1O (stereo not drawn),67,94&124,34&38,57,107&93,40,91&71,3.1*
CCOC(=O)c1ccc2c(c1)[n+](=O)c(C(=O)c1ccccc1)c(C)n2[O-],85,79,94,76,64,91,108,90
# (cont.)
SMILES,K-562,MDA-MB-468,MCF7,SR,T-47D,BT-549,MDA-MB-231,MOLT-4
COc1cccc(-c2nn(C(C)(C)C)cc2-c2ccnc(NCCCNS(=O)(=O)c3ccc(C)cc3)c2)c1,101,104,102,.,98,101,112,103
O=C(Nc1ccccc1C(=O)O)c1cc([N+](=O)[O-])cc([N+](=O)[O-])c1,82,111,90,.,95,.,106,59
COc1cc(C2=NN(C=O)C(c3sc(Cl)nc3Cl)C2)cc(OC)c1OC (stereo not drawn),86,85,92,78,91,110,90,77
CCC(CC)C(=O)Oc1c(C(=O)N(C)C)cccc1-c1ccccc1,104,104,104,.,85,.,99,90
Nc1cn(-c2ccc(F)cc2)nc1NC(=O)N1Cc2nccnc2C1,102,103,85,101,77,103,108,103

# Pulled by compound from the entries so far, four records:
SMILES,K-562,MDA-MB-468,MCF7,SR,T-47D,BT-549,MDA-MB-231,MOLT-4
COc1cc(C2=NN(C=O)C(c3sc(Cl)nc3Cl)C2)cc(OC)c1OC (stereo not drawn),86,85,92,78,91,110,90,77
Nc1cn(-c2ccc(F)cc2)nc1NC(=O)N1Cc2nccnc2C1,102,103,85,101,77,103,108,103
CCC(CC)C(=O)Oc1c(C(=O)N(C)C)cccc1-c1ccccc1,104,104,104,.,85,.,99,90
O=C(Nc1ccccc1C(=O)O)c1cc([N+](=O)[O-])cc([N+](=O)[O-])c1,82,111,90,.,95,.,106,59
